High-throughput results deposited in PubChem BioAssay by several laboratories.
Runt-CBFb FRET: inhibitors of human RUNX1 Runt domain binding to CBFb; Q01196+Q13951; Cerulean-Runt/Venus-CBFb FRET ratio 530/480, 1 h; inhibition, % at 20 µM; actives 0.46% (n = 220,000); AID 1496;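 active = inhibition over about 50% at 20 µM in the single-dose screen, limit read from the data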;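 note: 0% = DMSO wells and 100% = excess unlabeled CBFb competitor control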
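test system = Cerulean-tagged RUNX1 Runt domain (FRET donor) fusion protein | reagent = Venus-CBFb binding partner, 100 nM | incubation = protein complex preformed 1 h, compound exposure 1 h, room temperature, dark | detection = FRET fluorescence | read-out basis = loss of energy transfer signal | controls = 5 µM unlabeled CBFb as full-inhibition high control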
RBBP9 inhibitor: human RBBP9 hydrolase inhibition. AID 1515. recombinant RBBP9, FP-Rh probe fluorescence polarization. actives 0.2% (n = 220,000). inhibition, % at 7.94 µM;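 active = inhibition above the campaign mean of all tested compounds plus 3 SD, cut at about 14% in these data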;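 note: plate controls were DMSO wells with RBBP9 for no effect and wells lacking RBBP9 protein for full effect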
Target sequence (O75884 whole entry, looked up): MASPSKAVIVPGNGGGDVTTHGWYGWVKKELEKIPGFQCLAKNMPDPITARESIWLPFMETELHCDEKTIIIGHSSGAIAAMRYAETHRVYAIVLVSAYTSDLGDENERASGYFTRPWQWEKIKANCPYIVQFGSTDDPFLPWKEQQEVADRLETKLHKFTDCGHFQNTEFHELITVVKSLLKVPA
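System: RBBP9 protein / Quantity: 2.5 µM RBBP9 dispensing solution, before mixing / Also added: Serine-hydrolase probe FP-Rh, 375 nM pre-mixing / Dosing: 7.94 µM single dose, 0.794% DMSO / Timing: enzyme-compound preincubation 30 min, then probe labeling 45 min, 25 °C / Signal: FP readout at 525/598 nm / Controls: DMSO-treated enzyme wells and wells lacking RBBP9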
NPY1 pot ag: potentiates or activates human NPY-Y1 receptor. activation, % at 3.6 µM. NPY-Y1 expressing cells, potentiator/agonist activation. P25929. actives 0.37% (n = 220,000). AID 1304; in the data active = activation above about 33%, passing the limit was not always enough;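 note: cells stimulated with NPY at EC10 then isoproterenol at EC100; 0% = low agonist plus stimulus and 100% = saturating agonist plus stimulus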
Target sequence (P25929 whole entry, looked up): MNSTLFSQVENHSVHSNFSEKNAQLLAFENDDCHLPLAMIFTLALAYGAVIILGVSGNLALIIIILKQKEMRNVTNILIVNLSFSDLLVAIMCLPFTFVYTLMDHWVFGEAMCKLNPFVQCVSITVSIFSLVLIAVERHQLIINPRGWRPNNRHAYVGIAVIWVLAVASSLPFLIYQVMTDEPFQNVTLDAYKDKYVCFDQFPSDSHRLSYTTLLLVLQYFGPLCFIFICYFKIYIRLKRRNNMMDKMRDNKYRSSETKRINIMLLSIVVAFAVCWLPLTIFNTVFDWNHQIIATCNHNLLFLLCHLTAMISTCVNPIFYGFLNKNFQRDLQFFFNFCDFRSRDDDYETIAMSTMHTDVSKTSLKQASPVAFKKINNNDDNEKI
Runt-SMMHC FRET: blocks binding of human RUNX1 Runt domain to CBFb-SMMHC. inhibition, % at 20 µM. actives 0.74% (n = 220,000). Cerulean-Runt/Venus-CBFb-SMMHC FRET ratio 530/480, 1 h. AID 1434;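 active = mean inhibition across duplicate retests at 20 µM reaching about 50%, limit read from the data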;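 note: 0% = DMSO wells and 100% = wells with excess untagged CBFb-SMMHC; inhibitors lower the FRET ratio by blocking Runt binding to CBFb-SMMHC; some results filed as inactive read as strong as hits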
p97 inhibitor: blocks human p97 ATPase activity; recombinant p97 ATPase, Kinase-Glo ATP luminescence, 3 h; P55072; actives 0.42% (n = 220,000); inhibition, % at 8 µM; in the data active = inhibition above about 15%;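 note: 0% = DMSO vehicle and 100% = wells lacking enzyme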
NPY Y1 blocker: blocks the human neuropeptide Y Y1 receptor; HEK293-CNG Y1 cells, membrane potential fluorescence; NPY at EC95, then isoproterenol; actives 1% (n = 200,000); inhibition, % at 3.6 µM;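 active = inhibition above the campaign mean inhibition of all tested compounds plus 3 SD, cut at about 20% in these data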;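 note: 0% = DMSO wells given NPY plus isoproterenol and 100% = isoproterenol alone without NPY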
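Test system – HEK293 Y1/CNG channel cell line · Also added – NPY agonist 25 nM, then isoproterenol 1 µM plus Ro 20-1724 25 µM · Compound dosing – one concentration, 3.6 µM, in 0.4% DMSO · Schedule – compound incubation 1 h at room temperature, readout 45 min post-stimulation · Technique – fluorescence, membrane potential probe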
NPY2 pot ag: potentiates or activates human NPY-Y2 receptor; AID 1359; activation, % at 3.6 µM; cells expressing NPY-Y2, potentiator/agonist read-out; actives 0.45% (n = 220,000); P49146; in the data active = activation above about 27%;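 note: cells stimulated with NPY near EC25 plus isoproterenol at EC100; 0% = vehicle plus submaximal agonist and 100% = vehicle plus saturating agonist; some results beyond the cut were filed as inactive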
Target sequence (P49146 whole entry, looked up): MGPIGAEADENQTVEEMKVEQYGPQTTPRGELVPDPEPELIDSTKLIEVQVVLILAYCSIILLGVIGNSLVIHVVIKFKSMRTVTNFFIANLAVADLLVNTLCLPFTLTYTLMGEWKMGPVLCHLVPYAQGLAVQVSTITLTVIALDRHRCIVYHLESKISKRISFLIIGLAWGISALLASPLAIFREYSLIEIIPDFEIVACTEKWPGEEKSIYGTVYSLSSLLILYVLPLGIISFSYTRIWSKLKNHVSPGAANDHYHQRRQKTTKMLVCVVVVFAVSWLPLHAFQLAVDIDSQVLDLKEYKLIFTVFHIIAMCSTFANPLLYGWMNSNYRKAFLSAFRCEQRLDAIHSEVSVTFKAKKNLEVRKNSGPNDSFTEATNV
Hck-Nef inh: inhibitors of human Hck kinase activated by Nef | actives 0.68% (n = 220,000) | inhibition, % at 20 µM | Recombinant Hck-YEEI plus Nef, Z-Lyte FRET kinase assay;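 active = Hck-Nef kinase inhibition above about 50%, limit read from the data; inactive = inhibition below that limit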;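 note: 0% = DMSO with Hck plus Nef and 100% = Hck alone without Nef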
MDM2 E3 inh: blocks human Mdm2 ubiquitin ligase activity | cell-based MDM2 ubiquitination luciferase reporter, 2 h; 0 = plate control, 100 = twice control, blank-subtracted | signal enhancement, % at 5 µM | actives 0.11% (n = 210,000);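 active = signal enhancement of 30% or more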;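 note: luminescence tracks abundance of the self-degrading MDM2-luciferase fusion protein; higher signal means inhibition of MDM2 E3 ligase activity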
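System: stable MDM2–luciferase fusion reporter cells / Input: 2000 cells seeded into each well / Schedule: 4 h settle plus 2 h compound, 37 °C / Compound: single-point 5 µM / Buffer or medium: cells held in DMEM / Benchmarks: control and blank well means / Evaluation: percent signal gain over controls, blank-subtracted / Measured by: luciferase luminescence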
* marks the source's active call; other numbers are inactive results; . = no result given.

SMILES | Runt-CBFb FRET | RBBP9 inhibitor | NPY1 pot ag | Runt-SMMHC FRET | p97 inhibitor | NPY Y1 blocker | NPY2 pot ag | Hck-Nef inh | MDM2 E3 inh
Cc1ccc(C(=O)N(CCCN(C)C)c2nc3ccc(Cl)cc3s2)cc1C | 15.1 | -5.2 | 6.6 | -5.0 | -1.8 | -1.7 | 15.8 | 21.1 | -5.5
CC(C)(C)OC(=O)N1CCN(C(=O)Nc2ccc3c(c2)OCCO3)CC1 | 8.9 | -11.8 | -12.6 | -1.5 | -5.6 | 0.5 | -7.6 | 8.8 | -6.6
C/C(CC(=O)Nc1ccc(OCc2ccccc2)cc1)=N\NC(=O)C(=O)Nc1ccccc1C | -1.1 | 0.7 | -15.5 | -4.1 | -2.9 | -4.1 | -12.4 | 1.8 | -17.6
Cc1onc(-c2c(F)cccc2Cl)c1C(=O)Nc1sc2c(c1C#N)CCC(C(C)(C)C)C2 (stereo unspecified) | 2.7 | -8.0 | 0.9 | 4.1 | 7.1 | -5.4 | 7.0 | 6.2 | .
COc1ccc(C(=O)NCc2nnc(SCCOc3ccccc3)n2C)cc1 | 0.5 | 1.4 | 7.6 | 1.7 | 1.0 | 1.2 | -10.4 | -4.4 | -13.5
O=C(Nc1ccc2c(c1)CCC2)C1CCN(c2ncccn2)CC1 | -1.2 | -2.6 | -2.0 | 3.9 | 2.5 | 2.2 | -9.6 | 3.4 | -6.1
O=C(NCc1ccc2c(c1)OCO2)C1CCN(c2ncccn2)CC1 | 4.0 | -2.2 | 20.2 | 0.0 | 7.1 | 8.5 | 13.4 | 2.9 | -10.5
CN(C)CCCNC(=O)c1ccccc1Oc1ccccc1 | 1.3 | -1.0 | 13.5 | -5.9 | 8.1 | . | 12.4 | 0.7 | -20.6
Cc1cc(NC(=O)CSc2nc3cc4c(cc3c(=O)n2CCc2ccccc2)OCO4)no1 | 0.0 | -9.6 | 3.6 | -1.9 | -1.1 | 8.8 | 6.1 | -0.3 | 12.0
CC1CN(c2ccc(Oc3ccccc3)cc2)c2nc3c(c(=O)[nH]c(=O)n3C)n2C1 (stereo unspecified) | 0.5 | 9.6 | -18.3 | -6.9 | -0.4 | -3.7 | 18.4 | 1.0 | -19.9
COC(=O)c1ccccc1NC(=S)NC(NC(=O)COc1ccccc1)C(Cl)(Cl)Cl (stereo unspecified) | . | -5.8 | -3.3 | 7.6 | -0.6 | 2.1 | -10.7 | -0.4 | -11.2
CC1(C)NC(=O)NC2(C)NC(=O)NC(C)(C)C12 (stereo unspecified) | -0.4 | 20.2* | -6.6 | 3.0 | 1.5 | 3.2 | 6.9 | -0.3 | -18.5

A section taken from the entries so far, as a working copy:
SMILES | Runt-CBFb FRET | RBBP9 inhibitor | NPY1 pot ag | Runt-SMMHC FRET | p97 inhibitor | NPY Y1 blocker | NPY2 pot ag | Hck-Nef inh | MDM2 E3 inh
Cc1ccc(C(=O)N(CCCN(C)C)c2nc3ccc(Cl)cc3s2)cc1C | 15.1 | -5.2 | 6.6 | -5.0 | -1.8 | -1.7 | 15.8 | 21.1 | -5.5
CC(C)(C)OC(=O)N1CCN(C(=O)Nc2ccc3c(c2)OCCO3)CC1 | 8.9 | -11.8 | -12.6 | -1.5 | -5.6 | 0.5 | -7.6 | 8.8 | -6.6

Carrying on.
SMILES | Runt-CBFb FRET | RBBP9 inhibitor | NPY1 pot ag | Runt-SMMHC FRET | p97 inhibitor | NPY Y1 blocker | NPY2 pot ag | Hck-Nef inh | MDM2 E3 inh
CCCCCCCCC(=O)N/N=C(\C)c1cccnc1 | -4.2 | -1.8 | -25.4 | -6.4 | -1.4 | 12.9 | -0.4 | -9.2 | .
COc1ccc(-n2c(Cc3cccn3C)nnc2SCC(=O)NC2CCCC2)cc1 | 1.7 | 19.0* | 7.4 | 0.3 | 2.3 | 2.4 | 14.2 | -7.2 | -3.7
O=C(CC12CC3CC(CC(Br)(C3)C1)C2)Nc1cccc(S(=O)(=O)NC2=NCCC2)c1 | -3.6 | -8.2 | 11.4 | 0.5 | -0.1 | 3.7 | 13.0 | 6.0 | -2.5
COCCn1c(-c2ccc(OC)cc2)cnc1N | 1.1 | -5.5 | 3.0 | -1.1 | -2.3 | -1.6 | -7.8 | -6.4 | -18.3
O=C(NNC(=O)c1ccccc1[N+](=O)[O-])c1cccs1 | -1.0 | 4.0 | 10.4 | 0.6 | 0.5 | -4.4 | 4.7 | 7.0 | -12.9
Nc1ccc2c(c1)C(=O)N(CCCCCC(=O)O)C2 | -1.4 | -4.6 | -2.5 | -0.8 | -3.2 | 1.9 | -9.4 | 2.3 | 1.3
c1ccc(-c2nc(N3CCCCC3)nc3ccccc23)cc1 | 34.6 | -5.6 | -38.6 | 118.4* | -1.9 | 4.4 | -18.4 | 6.1 | -13.8
CN1CCN(C(=S)c2ccc(-c3cccc([N+](=O)[O-])c3)o2)CC1 | 11.3 | 8.1 | 7.0 | -2.0 | 5.0 | . | 11.1 | -16.6 | -7.5
COc1ccc(OC)c(NC(=O)CSc2ccc3nnc(-c4cccnc4)n3n2)c1 | 0.4 | -0.2 | 14.4 | -0.6 | 7.3 | 1.0 | 4.8 | 16.3 | -11.8
Cc1ccc([N+](=O)[O-])cc1S(=O)(=O)N1CCN(C)CC1 | 1.1 | 2.7 | -9.2 | -7.5 | 2.9 | -1.3 | -6.1 | 15.4 | -11.0
COc1ccc(NC(=S)Nc2ccc(N)c([N+](=O)[O-])c2)cc1 | 19.3 | -5.0 | 15.5 | 0.4 | 5.4 | -2.4 | 4.6 | 1.7 | -21.6
COc1ccc(CCCc2nnc(SCC(=O)Nc3nc(C)cs3)n2C)cc1C | -1.4 | -2.0 | 13.7 | -56.8 | -1.1 | -5.3 | 4.4 | 2.3 | 2.4
Cc1cc(C)nc(NC=C2C(=O)OC(C)(C)OC2=O)n1 | 2.1 | 6.5 | 5.5 | 1.3 | 1.8 | . | 2.7 | 8.1 | -11.3
O=C1OC(c2ccccc2)=C/C1=C/N1CCOCC1 | -1.7 | -1.6 | 5.2 | 0.6 | 9.6 | -3.2 | 13.2 | -9.6 | -0.4
COc1ccccc1NS(=O)(=O)c1ccc(O)c(NC(=S)NCC2CCCO2)c1 (stereo unspecified) | 17.7 | 2.7 | 8.9 | -1.1 | 4.3 | . | -1.4 | 24.7 | 10.4
COc1ccc(NC(=O)C(CCSC)N2C(=O)c3ccccc3C2=O)cc1 (stereo unspecified) | 2.9 | -3.5 | -18.9 | -6.6 | 3.9 | 0.7 | 7.6 | 2.4 | 3.3
O=C(/C=C/c1ccco1)N1CCN(c2ccc(F)cc2)CC1 | 5.3 | -17.7 | 9.6 | 1.1 | -6.0 | . | -16.7 | 0.5 | -15.0
NS(=O)(=O)c1ccc(CCNC(=O)c2cc(-c3cccs3)nc3ccccc23)cc1 | 0.2 | -9.8 | -11.9 | -3.8 | 1.3 | -1.2 | -5.8 | 12.0 | 8.8
CC(C)CCn1c(Br)nc2c1c(=O)n(CC(N)=O)c(=O)n2C | -2.6 | -2.6 | 7.8 | 1.0 | 2.9 | -2.4 | 7.0 | -1.3 | 9.9
Cc1nc2n(n1)C(c1ccccc1)C1=C(CC(c3ccco3)CC1=O)N2 (stereo unspecified) | 4.7 | -8.8 | -4.4 | 2.7 | -1.0 | -5.2 | -2.3 | 6.3 | -7.5
CC(C)=C1C2CCC1C1C(=O)N(NC(=O)COc3ccc(C(C)(C)C)cc3)C(=O)C21 (stereo unspecified) | -3.0 | 2.1 | -5.0 | 2.9 | -3.2 | -0.6 | -1.1 | 3.3 | -35.0
Clc1cccc(-c2ccc(/C=N/n3cnnc3)o2)c1 | -1.5 | 1.8 | 2.7 | -4.5 | 4.2 | -2.0 | 2.7 | -1.7 | -0.9
CCCN(CC1CC1)S(=O)(=O)c1ccc(S(N)(=O)=O)cc1 | 0.4 | 1.2 | -16.7 | 1.0 | -3.0 | -0.5 | -16.3 | 14.1 | -14.1
O=C(N=c1ccn(-c2nc3ccccc3nc2NS(=O)(=O)c2ccccc2)cc1)c1cccs1 | -178.4 | -2.6 | 9.5 | -186.2 | 0.9 | -1.1 | 5.4 | 6.2 | 6.6
CCOC(=O)CSc1nc(Nc2ccc3c(c2)OCO3)c2ccccc2n1 | 1.3 | -4.8 | 10.4 | -2.8 | 6.2 | -3.3 | 3.2 | 1.4 | -5.1
CSc1nnc(-c2cccn(Cc3cccc(Cl)c3)c2=O)o1 | 2.5 | -4.3 | -21.5 | -1.8 | -0.4 | -1.6 | -12.0 | 16.1 | -0.7
Cc1cn(C2OC(COC(=O)c3ccccc3)C(O)C2Cl)c(=O)[nH]c1=O (stereo unspecified) | -0.2 | -1.7 | -7.2 | -0.3 | 0.2 | -2.2 | -1.4 | 17.1 | 0.8
Nc1nc2nccc(-c3ccco3)n2n1 | 0.2 | -4.5 | -12.1 | -1.7 | 0.0 | 2.7 | -1.0 | 16.0 | 1.1
N/C(=N\OC(=O)CC1CCCCC1)c1ccc([N+](=O)[O-])cc1 | -0.9 | -4.7 | 5.6 | -6.1 | 1.9 | 4.2 | 3.5 | 3.5 | 3.3
CC(C)(/C=N/O)/[N+]([O-])=C/c1ccccc1 | 1.0 | -4.1 | -7.5 | -1.6 | 4.0 | . | 8.4 | 16.6 | -10.9

Copied from the list.
CC1(C)NC(=O)NC2(C)NC(=O)NC(C)(C)C12 (stereo unspecified) | RBBP9 inhibitor: 20.2*
NS(=O)(=O)c1ccc(CCNC(=O)c2cc(-c3cccs3)nc3ccccc23)cc1 | NPY1 pot ag: -11.9
CCCN(CC1CC1)S(=O)(=O)c1ccc(S(N)(=O)=O)cc1 | p97 inhibitor: -3.0
CN(C)CCCNC(=O)c1ccccc1Oc1ccccc1 | NPY2 pot ag: 12.4

Entries listed so far that have an NH in an aromatic ring:
SMILES | Runt-CBFb FRET | RBBP9 inhibitor | NPY1 pot ag | Runt-SMMHC FRET | p97 inhibitor | NPY Y1 blocker | NPY2 pot ag | Hck-Nef inh | MDM2 E3 inh
CC1CN(c2ccc(Oc3ccccc3)cc2)c2nc3c(c(=O)[nH]c(=O)n3C)n2C1 (stereo unspecified) | 0.5 | 9.6 | -18.3 | -6.9 | -0.4 | -3.7 | 18.4 | 1.0 | -19.9
Cc1cn(C2OC(COC(=O)c3ccccc3)C(O)C2Cl)c(=O)[nH]c1=O (stereo unspecified) | -0.2 | -1.7 | -7.2 | -0.3 | 0.2 | -2.2 | -1.4 | 17.1 | 0.8

Hits appear at their usual frequency; about 3.5% have a hit in one of these screens.
